EBI2 antag: blocks human EBI2 receptor beta-arrestin signaling; EBI2 beta-arrestin recruitment, luminescence, 7a,25-OHC stimulated; hit rate 0.81% among 360,000; P32249; inhibition, % at 5 µM; AID 651636; in the data active = inhibition above about 38%;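 note: enzyme fragment complementation signal reports receptor beta-arrestin coupling in cells; 0% = agonist plus DMSO wells and 100% = wells without agonist; some results beyond the cut were filed as inactive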
697 NFkB inh: lowers PMA/ionomycin-induced NF-kB signal in 697 B cells; inhibition, % at 4 µM; 697 B-cell NF-kB luciferase reporter, 16 h; hit rate 0.33% among 330,000; AID 435022; in the data active = inhibition above about 35%
XBP1 UPR activ: adaptive UPR (XBP1) activation. CHO-XBP1 luciferase reporter, IRE1-XBP1 UPR activation, luminescence; percent of tunicamycin response, DMSO as zero. hit rate 0.33% among 330,000. activation, % at 20 µM;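 active = versus positive control, 20 µM dose yields 30% or more activation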;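 note: 100% = tunicamycin at 10 µg/mL and 0% = DMSO only wells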
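Material: CHO-XBP1 cells stably carrying IRE1-XBP1-driven luciferase reporter | Medium: F12 with 10% serum | Compound dosing: 20 µM single concentration, DMSO 1% | Incubation: Overnight seeding at 37 °C, 6 h compound treatment at 37 °C | Detection: Steady-Glo luminescence read | Read-out basis: % activation of reporter signal versus tunicamycin and DMSO controls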
CHOP UPR activ: activators of apoptotic arm of unfolded protein response (CHOP) | AID 449763 | hit rate 0.34% among 330,000 | CHO-CHOP luciferase reporter, UPR activation, luminescence; percent of tunicamycin response over DMSO baseline | activation, % at 10 µM;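 active = at 10 µM dose, activation of 40% or more, normalized to positive control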;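 note: 100% = tunicamycin at 10 µg/mL and 0% = DMSO alone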
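Assay system: CHO-CHOP cells, stable luciferase reporter of PERK-eIF2a-CHOP signalling / Buffer or medium: F12 plus 10% serum / Compound dosing: one dose, 10 µM in 0.5% DMSO / Times: 6 h compound treatment, 37 °C / Technique: luciferase luminescence / Read-out: % reporter activation, DMSO baseline versus tunicamycin full activation / Benchmarks: tunicamycin and DMSO controls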
Gli-Sufu block: Gli-Sufu pathway antagonism | inhibition, % at 5 µM | Sufu-KO-LIGHT fibroblasts, Gli luciferase reporter luminescence | hit rate 0.74% among 340,000;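 active = inhibition above about 55%, limit read from the data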;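 note: 0% = DMSO-treated cells and 100% = wells with medium but no cells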
CCR6 antag: CCR6 (human) receptor antagonism; P51684; CHO-K1 CCR6 PathHunter beta-arrestin, luminescence, CCL20-stimulated; inhibition, % at 20 µM; hit rate 0.49% among 340,000; AID 493098;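 active = compounds whose inhibition of the agonist-driven luminescence signal at 20 µM reaches about 50%, limit read from the data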;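 note: cells stimulated with CCL20 at 14 nM final; plate controls were DMSO with CCL20 for no effect and DMSO without agonist for full effect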
CXCR6 inh: blocks human CXCR6 beta-arrestin recruitment; CHO-K1 PathHunter CXCR6 beta-arrestin, luminescence; inhibition, % at 20 µM; hit rate 0.36% among 360,000; in the data active = inhibition above about 34%, passing the limit was not always enough;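 note: antagonist mode with CXCL16 agonist at 10 nM final; 0% = 10 nM CXCL16 with DMSO and 100% = unstimulated wells without agonist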
Jurkat NFkB inh: lowers PMA/ionomycin-induced NF-kB signal in Jurkat cells; PMA/ionomycin-induced NF-kB luciferase reporter, luminescence; inhibition, % at 4 µM; hit rate 0.53% among 330,000; AID 435003; in the data active = inhibition above about 50%
Mdm2-MdmX inh: disrupts the human Mdm2-MdmX interaction | O15151+Q00987 | AID 485346 | SaOS-2 split-luciferase Mdm2/MdmX complementation, luminescence | hit rate 3% among 330,000 | inhibition, % at 8 µM;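 active = inhibition of at least 50% at 8 µM in the primary screen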
Target sequence (O15151 whole entry, looked up): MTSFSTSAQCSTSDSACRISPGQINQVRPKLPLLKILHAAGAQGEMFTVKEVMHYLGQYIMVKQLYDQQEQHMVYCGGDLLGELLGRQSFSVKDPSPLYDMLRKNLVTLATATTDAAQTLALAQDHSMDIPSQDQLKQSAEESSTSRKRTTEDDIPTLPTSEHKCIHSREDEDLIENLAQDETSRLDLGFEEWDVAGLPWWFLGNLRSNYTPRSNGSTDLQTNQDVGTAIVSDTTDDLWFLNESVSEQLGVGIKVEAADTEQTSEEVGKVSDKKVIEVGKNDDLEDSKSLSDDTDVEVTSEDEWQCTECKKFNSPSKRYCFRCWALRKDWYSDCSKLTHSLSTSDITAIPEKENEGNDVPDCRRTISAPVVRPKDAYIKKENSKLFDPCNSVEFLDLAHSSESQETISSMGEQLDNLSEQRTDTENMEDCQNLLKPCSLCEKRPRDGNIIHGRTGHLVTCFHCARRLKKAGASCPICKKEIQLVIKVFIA
Target sequence (Q00987 whole entry, looked up): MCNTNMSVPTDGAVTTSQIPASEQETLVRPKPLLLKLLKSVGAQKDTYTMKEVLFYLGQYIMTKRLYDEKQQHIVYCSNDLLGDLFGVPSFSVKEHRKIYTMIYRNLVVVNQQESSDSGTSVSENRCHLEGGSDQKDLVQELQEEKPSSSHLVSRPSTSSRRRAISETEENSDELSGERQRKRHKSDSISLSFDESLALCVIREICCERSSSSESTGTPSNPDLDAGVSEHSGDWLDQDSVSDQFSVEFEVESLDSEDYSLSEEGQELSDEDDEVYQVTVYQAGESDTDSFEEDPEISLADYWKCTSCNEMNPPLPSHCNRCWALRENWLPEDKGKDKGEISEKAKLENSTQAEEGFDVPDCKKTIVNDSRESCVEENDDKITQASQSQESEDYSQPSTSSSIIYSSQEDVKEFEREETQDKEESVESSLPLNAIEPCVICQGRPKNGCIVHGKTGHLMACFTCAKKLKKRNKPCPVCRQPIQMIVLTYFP
Numbers without * were called inactive; nt = not tested or not shown.

SMILES | EBI2 antag | 697 NFkB inh | XBP1 UPR activ | CHOP UPR activ | Gli-Sufu block | CCR6 antag | CXCR6 inh | Jurkat NFkB inh | Mdm2-MdmX inh
Cc1ccc(S(=O)(=O)N2CCCCC2)cc1NC(=O)Cn1cnc2c1c(=O)n(C)c(=O)n2C | 1 | -10 | 1 | 0.7 | 8 | 6 | 3 | -1 | 18
Cc1ccc(/C=C(\NC(=O)c2ccccc2)C(=O)NCCN2CCOCC2)o1 | 0 | 12 | 0 | -2.1 | -3 | 3 | 1 | 12 | 20
Cc1cc(C)n(-c2nc(-c3cccc(Cl)c3)cs2)n1 | 10 | -94 | 5 | 7.3 | -12 | -1 | 1 | -61 | -34
COc1ccc(C(=O)NC(C)c2ccc(-n3ccnc3)cc2)c(OC)c1 (stereo not drawn) | -6 | 16 | -4 | -2.0 | 10 | 8 | -3 | -3 | 14
COc1cccc(C(c2c(C)[nH]n(-c3ccccc3)c2=O)c2c(C)[nH]n(-c3ccccc3)c2=O)c1OC | -1 | -9 | -1 | 1.3 | -2 | 15 | 7 | 7 | 11
COc1ccc(S(=O)(=O)N2CCCC(C(=O)NC3CC3)C2)cc1OC (stereo not drawn) | -1 | 16 | -1 | 1.7 | -4 | 5 | -10 | 12 | -1
CSc1nc2nccc(-c3ccc(Cl)cc3)n2n1 | 10 | -21 | 3 | 0.4 | -20 | -5 | -4 | -14 | 47
O=C(OCc1cc2ccccc2[nH]c1=O)c1ccco1 | -20 | 5 | -2 | -0.8 | -1 | 3 | 3 | 8 | -9
COc1ccccc1NC(=O)Cc1nnc(SCC(=O)c2ccccc2)n1C | -8 | 11 | 0 | 0.6 | -13 | 5 | -2 | 1 | -3
O=C(Nc1ccc(NC(=O)C2CCCCC2)nc1)c1ccco1 | -3 | 16 | -3 | -2.2 | 10 | -9 | -10 | -61 | 5
CCCCn1c(N)c(N(CC(C)C)C(=O)C2CC(=O)N(c3ccc(CC)cc3)C2)c(=O)[nH]c1=O (stereo not drawn) | 7 | -1 | 1 | 0.2 | -5 | 9 | -5 | 4 | 17
CN(c1cccc(NC(=O)CN(c2cccc(Cl)c2)S(=O)(=O)c2ccccc2)c1)S(C)(=O)=O | -3 | -28 | -1 | 1.6 | 6 | -2 | 2 | 2 | 7
Cc1ccc(-n2[nH]c(C)c(/C=N/NC(=O)c3ccc([N+](=O)[O-])cc3)c2=O)c(C)c1 | 10 | 2 | -3 | 1.4 | nt | nt | -7 | -4 | 53*
Cc1sc2ncn(CC(=O)N3CCN(c4ccccc4F)CC3)c(=O)c2c1S(=O)(=O)N1CCOCC1 | 8 | 12 | 1 | 1.3 | -4 | 12 | 5 | 4 | -1
O=C(CC(O)c1ccccc1)Nc1ccccn1 (stereo not drawn) | -6 | nt | nt | nt | 3 | -3 | 3 | nt | nt
COc1ccc(/C=C2/SC(=S)N(CCCC(=O)N3CCN(C)CC3)C2=O)cc1 | 9 | 18 | 1 | 0.4 | 7 | 20 | 3 | 12 | 55*
Cc1ccc(OCc2ccc(C(=O)Nc3nccs3)o2)cc1 | 1 | -28 | 4 | 1.6 | -26 | 3 | 3 | -15 | -3
CC(C)OP(=O)(OC(C)C)C(Nc1ccccc1)c1cccc2c1OCO2 (stereo not drawn) | 0 | -2 | -3 | -1.5 | -2 | 0 | 2 | 7 | -6
COCCNC(=O)CN(C(=O)CCC(=O)Nc1cc(C)on1)c1cccc(C)c1C | -12 | -5 | -2 | 0.2 | 7 | -3 | -5 | 5 | 10
NC(=O)c1cccnc1Oc1ccc(Cl)cc1 | -8 | -3 | 8 | -0.7 | -1 | 3 | 6 | 1 | -28
Cc1ccc(C)c(COC(=O)c2cc([N+](=O)[O-])ccc2N2CCOCC2)c1 | 13 | 11 | -1 | -0.1 | 11 | 28 | 12 | 18 | 27
CCCc1cc(=O)[nH]c(=S)[nH]1 | -2 | 5 | -5 | -0.8 | -3 | 1 | -8 | -6 | -27
COC(=O)CSc1ncnc2scc(-c3ccccc3)c12 | 6 | 5 | -1 | -2.4 | -8 | 7 | -2 | -1 | 23
CCOC(=O)CN1C2=NCCN2c2ccccc21 | -7 | 0 | 2 | 0.0 | 2 | 13 | 4 | 4 | -6
O=C(O)C1CC=CCC1C(=O)N1CC=C(c2ccccc2)CC1 (stereo not drawn) | -4 | -14 | -7 | -2.4 | 26 | 2 | -6 | -12 | 1
SMILES | EBI2 antag | 697 NFkB inh | XBP1 UPR activ | CHOP UPR activ | Gli-Sufu block | CCR6 antag | CXCR6 inh | Jurkat NFkB inh | Mdm2-MdmX inh
Cc1cccc(CC(C)NC(=O)c2cc(COc3ccc(C)c(C)c3)on2)n1 (stereo not drawn) | 4 | -39 | 1 | 2.7 | -4 | -4 | -7 | -54 | -47
COc1ccc(CC(=O)NC(C)c2nnc(SCc3nc4ccccc4c(=O)[nH]3)n2C)cc1 (stereo not drawn) | -1 | -1 | 5 | -1.2 | 2 | -7 | 14 | 0 | 17
COc1ccc(OC)c(-c2cc(C(=O)Nc3c(C)nn(Cc4ccccc4Cl)c3C)no2)c1 | 16 | -21 | 0 | 3.9 | 1 | 4 | 28 | 14 | 36
COc1ccc(Cl)cc1S(=O)(=O)n1ccnc1C(C)C | 0 | 23 | 3 | -2.5 | 4 | -1 | -2 | 4 | 19
CS(=O)(=O)N1CCN(c2ncnc3c2cnn3-c2ccccc2)CC1 | 1 | 3 | 0 | 2.1 | -27 | 13 | 2 | -22 | 13
CN(Cc1ccccc1)S(=O)(=O)c1ccc2[nH]cc(C(=O)NCC3CCCO3)c(=O)c2c1 (stereo not drawn) | 1 | -8 | -1 | -1.2 | 1 | -5 | -5 | 9 | -1
O=C(CC(CC(=O)c1ccc(Br)cc1)c1cccnc1)c1ccc(Br)cc1 | 3 | -5 | 1 | 1.0 | 2 | -2 | -11 | 25 | 6
COc1ccc(-n2nc(C(=O)NCC(=O)NCCCN3CCN(C)CC3)c3ccccc3c2=O)cc1OC | -3 | 8 | -1 | -1.5 | -2 | -4 | 1 | -17 | -1
Cc1cccc(NC(=O)c2nc[nH]c2C(=O)NCC(=O)OCc2ccccc2)c1 | -46 | 22 | 2 | 1.3 | 2 | -7 | -4 | 18 | 10
C=CC[C@H](CC(=O)NCCO)C(=O)N[C@@H](COC(=O)[C@@H](CC=C)CC(=O)OC(C)(C)C)Cc1c[nH]c2ccccc12 | 1 | 22 | 0 | 0.7 | 4 | -6 | 6 | -1 | 14
CCCCc1cc(O)c(CCCC)c(O)c1 | 2 | -50 | 11 | 5.2 | -27 | 12 | -17 | -38 | 20
COc1ccc(S(=O)(=O)N2CCC(C(=O)Nc3ccc(F)cc3)CC2)c2cccnc12 | -3 | 6 | 0 | 0.0 | 6 | -14 | 1 | 3 | 0
CCOC(=O)c1c(S(=O)(=O)N2CCN(c3ccc(F)cc3)CC2)c(C)n(C)c1C | 11 | -3 | 0 | -1.7 | 9 | 10 | 1 | 7 | 14
Cc1ccc(NC(=O)C(OC(=O)c2ccc(F)cc2)c2ccccc2)cc1Cl (stereo not drawn) | 2 | nt | nt | nt | -12 | 0 | -2 | nt | nt
C=CCn1c(N)cc(=O)nc1SCC(=O)Nc1cccc2ccccc12 | -6 | -3 | 0 | -1.0 | -4 | -7 | -8 | -2 | -39
COc1nc(Nc2cccc(C(F)(F)F)c2)nc(OC)n1 | -10 | -9 | 4 | 2.4 | -4 | 2 | -2 | -13 | 14
O=C(COC(=O)CNC(=O)c1ccc(Cl)cc1Cl)NC1CC1 | -7 | -15 | -2 | -0.6 | 6 | -3 | -1 | -11 | -11
CN(C)c1ccc(C(=O)OCC(=O)NCCCc2ccccc2)cc1 | -7 | 7 | 0 | 1.4 | 6 | 8 | -7 | 0 | 15
Cc1cc(C(=O)N/N=C/c2ccccn2)n[nH]1 | -6 | -33 | -1 | 1.1 | -17 | 13 | 4 | -12 | 3
O=C(NCC1CCCN1S(=O)(=O)c1ccccc1)c1cccc(Cl)c1 (stereo not drawn) | 2 | -5 | 1 | -0.3 | 9 | 15 | 4 | 6 | 14
O=C(OCc1nnc(-c2ccc([N+](=O)[O-])cc2)o1)C1CCN(C(=O)c2ccc(Cl)cc2)CC1 | 50* | -21 | 2 | -1.4 | -4 | 4 | -18 | 10 | 5
Cc1ccc(C(=O)NNC(=O)CSc2n[nH]c(-c3cccnc3)n2)cc1 | -9 | 5 | -3 | -0.6 | -10 | 13 | 3 | 6 | 12
CCN(CCn1cccn1)C(=O)c1ccc(OC2CCN(C(=O)COC)CC2)cc1 | -11 | 19 | -3 | 3.0 | -9 | -1 | -9 | 15 | 19
COCCN1C(=O)N[C@@H](c2ccccc2)[C@H](C(=O)OC)[C@H]1C | -20 | 3 | -2 | 0.0 | -6 | -8 | -8 | 7 | 1
Cc1ccc(C(=O)N/N=C(\CC(C)C)c2ccccc2)cc1 | -6 | -13 | 1 | 2.4 | -4 | 10 | -5 | 4 | -9

3 consecutive entries out of the list so far:
SMILES | EBI2 antag | 697 NFkB inh | XBP1 UPR activ | CHOP UPR activ | Gli-Sufu block | CCR6 antag | CXCR6 inh | Jurkat NFkB inh | Mdm2-MdmX inh
COc1ccc(CC(=O)NC(C)c2nnc(SCc3nc4ccccc4c(=O)[nH]3)n2C)cc1 (stereo not drawn) | -1 | -1 | 5 | -1.2 | 2 | -7 | 14 | 0 | 17
COc1ccc(OC)c(-c2cc(C(=O)Nc3c(C)nn(Cc4ccccc4Cl)c3C)no2)c1 | 16 | -21 | 0 | 3.9 | 1 | 4 | 28 | 14 | 36
COc1ccc(Cl)cc1S(=O)(=O)n1ccnc1C(C)C | 0 | 23 | 3 | -2.5 | 4 | -1 | -2 | 4 | 19

The list continues:
SMILES | EBI2 antag | 697 NFkB inh | XBP1 UPR activ | CHOP UPR activ | Gli-Sufu block | CCR6 antag | CXCR6 inh | Jurkat NFkB inh | Mdm2-MdmX inh
Cc1ccc(NC(=O)c2c(C)noc2-c2snnc2C)cc1 | -8 | 19 | -1 | 1.6 | -3 | 8 | -3 | 16 | 2
CC(=O)/C=C(\C)Nc1ccccc1O | -6 | 9 | -3 | 1.7 | -4 | 8 | -8 | -8 | 21
COc1ccc(CC(=O)Nc2cccc(C(=O)Nc3ccccc3C(=O)O)c2)cc1OC | -2 | 13 | -2 | 2.3 | -1 | -13 | 8 | 0 | 20
CN(C)S(=O)(=O)c1cccc(NC(=O)c2ccc(COc3ccccc3)cc2)c1 | -8 | -18 | -1 | 4.8 | 11 | 4 | -11 | 43 | 22
O=C(Nc1nccs1)c1ccccn1 | -14 | -64 | -3 | 4.7 | -37 | 6 | 12 | -50 | 10
O=C(N/N=C/c1c(Cl)[nH]c2ccccc12)c1ccc2c(c1)OCCO2 | 0 | -60 | 5 | 2.8 | -33 | 5 | 10 | -18 | -4
CCOC(=O)Cc1nn(C(C)C)c(=O)c2ccccc12 | -7 | 8 | 3 | 0.1 | -18 | 17 | 5 | -15 | -1
S=C(Nc1ccccc1)Nc1ccc(Br)cn1 | 23 | -6 | 1 | 1.0 | -5 | 8 | -2 | -3 | -16
CCOC(=O)c1c(-c2ccc(C)cc2)csc1NC(=O)CCN1CC(C)OC(C)C1 (stereo not drawn) | 2 | -9 | 4 | 1.5 | 9 | 16 | -5 | 10 | 21
c1ccc(CC2CNc3ccccc3CN2)cc1 (stereo not drawn) | 0 | -5 | -3 | -0.8 | -5 | -8 | 4 | -3 | -6
CCN(CC)S(=O)(=O)c1ccc(C(=O)Oc2cc(C)[nH]c(=O)c2[N+](=O)[O-])cc1 | -3 | 18 | 4 | 0.4 | -4 | 13 | -4 | 11 | 3
